TSHR antag: blocks TSH signaling through the human TSH receptor | P16473 | TSHR-expressing cells, TSH-stimulated cAMP HTRF, 2 h; hits give low values | activity change, negative = inhibition, % at 11.5 µM | 330,000 compounds, 0.2% hits | AID 504810;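 active means activity change below a set negative limit, meaning inhibition stronger than a set level, cut at about -70% in these data; inconclusive means activity change between two set negative limits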; further: on the % scale 0 is the no-effect control and ±100 the full control effect
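TSHR-expressing cells were treated with compounds, then stimulated with TSH at EC80 (4nM final) for 2 hours at 37 deg C. Cellular cAMP was measured by HTRF competition between lysate cAMP and cAMP-d2 for a cryptate-labelled anti-cAMP antibody.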
USP2a block: blocks human ubiquitin-specific protease USP2a. O75604. Potency, µM (series often up to 38.3 µM), inactives show at the highest dose activity change, negative = inhibition, hits mostly inhibitors. USP2 core, Ub-CHOP2 coupled fluorogenic reporter, 485/531. 330,000 compounds, 0.01% hits. AID 463254;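 further: potency means the concentration at half of the fitted maximal effect; plate controls were DMSO wells for no effect and full inhibition by NEM control for full effect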
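Deubiquitinase activity read as fluorescence (485/531 nm) after Ub-CHOP2 cleavage activates the enterokinase reporter on its substrate; USP2 core 10nM, Ub-CHOP2 and substrate 25nM each, 30min compound preincubation then 60min RT; data normalized to NEM, curves fitted.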
S-ASM inh: inhibitors of human secretory acid sphingomyelinase; AID 504937; placental ASM, HMU-PC fluorogenic substrate, 60 min; Potency, µM (titrated, usually from 57.5 µM), for inactives: at the top dose activity change, negative = inhibition, most hits filed as inhibitors; 340,000 compounds, 0.006% hits; P17405; further: potency means the concentration at half of the fitted maximal effect
Target sequence (P17405 47-631 limits assumed): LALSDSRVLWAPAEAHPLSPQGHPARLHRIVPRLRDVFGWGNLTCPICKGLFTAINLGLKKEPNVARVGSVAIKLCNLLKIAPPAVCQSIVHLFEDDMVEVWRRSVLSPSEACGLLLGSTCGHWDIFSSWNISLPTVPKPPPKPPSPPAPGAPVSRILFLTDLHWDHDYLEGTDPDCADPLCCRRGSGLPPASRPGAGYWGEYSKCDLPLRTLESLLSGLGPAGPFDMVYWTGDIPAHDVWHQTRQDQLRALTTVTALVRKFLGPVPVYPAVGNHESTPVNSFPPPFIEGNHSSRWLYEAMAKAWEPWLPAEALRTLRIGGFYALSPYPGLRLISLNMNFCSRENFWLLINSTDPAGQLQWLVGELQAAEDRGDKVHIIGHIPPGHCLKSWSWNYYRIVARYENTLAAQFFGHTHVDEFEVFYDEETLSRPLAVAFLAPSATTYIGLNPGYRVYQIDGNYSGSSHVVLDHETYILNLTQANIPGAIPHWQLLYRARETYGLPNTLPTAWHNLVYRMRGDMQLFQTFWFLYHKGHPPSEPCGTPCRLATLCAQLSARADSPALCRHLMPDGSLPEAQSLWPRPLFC
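Human placenta-derived ASM preincubated with compound 10 min at room temperature, then reacted with 9 uM (final) fluorogenic HMU-PC substrate for 60 min at 37 C. Stop solution raises pH to 10; fluorescence read at Ex 386/Em 447 nm.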
Mito fusion act: inhibitors of mitochondrial division or activators of mitochondrial fusion; S. cerevisiae fusion-defective mutant growth rescue, CellTiterGlo 48 h; Potency, µM (titrated, usually from 46.1 µM), for inactives: at the top dose growth rescue (activation), actives largely listed as activators; 320,000 compounds, 0.23% hits;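 further: potency means the concentration at half of the fitted maximal effect; % of control where 0% means no effect; nearly all actives have a fitted effect of over 45% in size; temperature-sensitive fusion mutants such as fzo1-1 at 37 °C on non-fermentable ethanol glycerol medium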
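Growth-rescue viability read-out: after 48 h at the non-permissive 37C in glycerol/ethanol YPEG, yeast mitochondrial fusion mutants are measured by CellTiterGlo luminescence; compounds (23 nl pinned per well) restoring growth score as division inhibitors or fusion activators.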
Eya2 phos inh: blocks the phosphatase activity of human Eya2. Potency, µM (series often up to 76.9 µM), for the others: top-dose activity, negative = inhibition, hits mostly inhibitors. 330,000 compounds, 0.006% hits. O00167. recombinant Eya2, OMFP fluorescence dephosphorylation (OMFP is methylfluorescein phosphate). AID 488837; further: potency means the concentration at half of the fitted maximal effect; on the % scale 0 is the no-effect control and ±100 the full control effect
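Eya2 protein (added as 0.2 uM solution) was preincubated with compound for 10 min at ambient temperature in 50 mM HEPES pH 7.5, 50 mM NaCl, 5 uM MgCl2, 0.05% BSA, 1 mM DTT. OMFP (added at 50 uM) then reacted 10 min; fluorescence read at 485/525 nm.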
MBNL1 CUG block: inhibitors of human MBNL1 binding to CUG repeat RNA; 280,000 compounds, 0.036% hits; TR-FRET MBNL1-His/biotin-(CUG)12 binding, 665/545 ratio; Potency, µM (highest dose often 57.5 µM), for inactives: at the top dose activity change, negative = inhibition, actives largely listed as inhibitors; Q9NR56; active means well fitted inhibition curve with a large enough effect in the signal ratio, with a control signal flat, not every such curve was filed as active; inconclusive means small, poorly fitted or top-dose-only effect, or effect the other way, or a change in a side signal; inactive means no such curve, though single readings can be large or run the other way; the % refers to the signal ratio; further: potency means the concentration at half of the fitted maximal effect; on the % scale 0 is the no-effect control and ±100 the full control effect
Target sequence (Q9NR56 whole entry, looked up): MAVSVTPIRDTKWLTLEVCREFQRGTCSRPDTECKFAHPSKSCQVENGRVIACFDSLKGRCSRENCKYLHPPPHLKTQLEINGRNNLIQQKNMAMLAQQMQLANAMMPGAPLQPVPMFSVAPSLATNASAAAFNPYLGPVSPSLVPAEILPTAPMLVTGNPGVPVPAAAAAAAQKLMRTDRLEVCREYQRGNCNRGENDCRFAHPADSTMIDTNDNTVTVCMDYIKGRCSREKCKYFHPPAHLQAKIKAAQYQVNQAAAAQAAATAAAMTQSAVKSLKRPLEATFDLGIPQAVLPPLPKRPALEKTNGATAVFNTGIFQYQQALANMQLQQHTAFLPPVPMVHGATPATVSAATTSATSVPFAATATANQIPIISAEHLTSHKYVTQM
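TR-FRET readout: Ex 340 nm, 665/545 nm emission ratio, normalized to buffer-only (basal) and MBNL1-(CUG)12 controls. Complex of MBNL1-His with Biotin-(CUG)12, compounds 92 nM–58 uM, incubated 60 min at room temperature.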
Menin MLL FP TR: inhibitors of human menin-MLL interaction, mutant MLL peptide | O00255 | Menin + Texas Red MLL mutant peptide, fluorescence polarization | Potency, µM (doses to about 61.6 µM), for the others: top-dose FP activity change, negative = inhibition, usual class: inhibitors | 270,000 compounds, 0.23% hits; active means well fitted inhibition curve with a large enough effect in the polarisation, with a control signal flat, not every such curve was filed as active; inconclusive means small, poorly fitted or top-dose-only effect, or effect the other way, or a change in a side signal; inactive means no such curve, though single readings can be large or run the other way; the % refers to the polarisation; further: potency means the concentration at half of the fitted maximal effect; % of control where 0% means no effect; many of its hits are not listed in these tables
hERG WT inh: inhibitors of human wildtype KCNH2 potassium channel | activity change, % at 1.84 µM | Q12809 | U2OS, BacMam KCNH2, thallium flux FluxOr; hits give low values | 340,000 compounds, 0.37% hits | AID 720551;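 active means maximum activity change below -70%; inconclusive means maximum activity change between -70% and -50%; inactive means maximum activity change above -50%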; further: on the % scale 0 is the no-effect control and ±100 the full control effect
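U2OS cells were transduced with wild-type KCNH2 virus (2.03 x 10^8 / mL) for 4 h at room temperature, then cultured overnight at 37 C. Thallium flux was read with FluxOr dye. Rate constants were normalized to DMSO controls.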
PKM2 act: PKM2 (human) enzyme activation. P14618. purified PKM2, Kinase-Glo ATP luminescence, activation; response scale: 0% is enzyme alone, no compound. Potency, µM (series often up to 57.5 µM), for the others: at the highest dose activation, actives largely listed as activators. 260,000 compounds, 0.34% hits. AID 1631; further: potency means the concentration at half of the fitted maximal effect; on the % scale 0 is the no-effect control and ±100 the full control effect; nearly all actives have a fitted effect of over 55% in size
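Purified hPK-M2 (>95% pure) converted ADP (0.1 mM final) to ATP with 0.5 mM PEP in 50 mM imidazole pH7.2, KCl, MgCl2, Tween 20, BSA; 1 h at room temperature. ATP detected by Kinase-Glo luminescence.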
Chronic BCR inh: inhibitors of chronic active B-cell receptor signaling; AID 493014; Potency, µM (doses to about 46.1 µM), for inactives: top-dose ratio change, negative = lower green/red ratio, usual class: inhibitors; ABC-DLBCL IkBa-CBG/CBR reporter, luminescence ratio, 4 h; 340,000 compounds, 0.05% hits; active means well fitted inhibition curve with a large enough effect in the signal ratio, with a control signal flat, not every such curve was filed as active; inconclusive means small, poorly fitted or top-dose-only effect, or effect the other way, or a change in a side signal; the % refers to the signal ratio;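 further: potency means the concentration at half of the fitted maximal effect; plate controls were basal doxycycline-induced cells for no effect and cells given 10 µM MG132 for full effect; MG132 reads +100%, hits lower the ratio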
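TMD8 human ABC-DLBCL cells with doxycycline-inducible IκBα–green luciferase fusion and unfused red luciferase, in 0.5% FBS medium; compounds up to 46 uM, 4 h at 37C. Green/red luminescence ratio, filter-overlap corrected, fitted to concentration-response curves.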
GALK inh: blocks human galactokinase activity | Potency, µM (titrated, usually from 57.5 µM), without a hit: at the top dose activity change, negative = inhibition, hits mostly inhibitors | Purified GALK, Kinase-Glo residual ATP luminescence | 270,000 compounds, 0.007% hits; further: potency means the concentration at half of the fitted maximal effect; on the % scale 0 is the no-effect control and ±100 the full control effect
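Kinase-Glo Plus luminescence measured ATP left after a 1 h room-temperature reaction. The reaction used 5 nM GALK, 100 uM galactose and 35 uM ATP at pH 8.0 (20 mM HEPES, 5 mM MgCl2, 60 mM NaCl, 1 mM DTT, 0.01% BSA).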
Active calls of the source: *; u = inconclusive; x = no result given; [ ] = another dose, or the depositor's remark. Unless noted, the call rests on the fitted dose curve; in most records, active means well fitted curve in the direction sought with a large enough effect; inconclusive means small, poorly fitted or top-dose-only effect, or another doubt; inactive means no such curve, though single readings can be large; an effect the other way counts as inactive or inconclusive. The list is partial, so the mix of outcomes need not match the whole.

SMILES	TSHR antag	USP2a block	S-ASM inh	Mito fusion act	Eya2 phos inh	MBNL1 CUG block	Menin MLL FP TR	hERG WT inh	PKM2 act	Chronic BCR inh	GALK inh
O=C(NCCc1cn2ccccc2n1)c1cc(COc2ccc3ncccc3c2)on1	-18.0	6.8%	-2.4%	8.8%	3.5%	8.3%	-27.0%	0.6	6.4%	u	0.6%
O=C(c1ccc(Cl)c([N+](=O)[O-])c1)N(Cc1ccc(F)cc1)C1CCS(=O)(=O)C1 (stereo not drawn)	0.8	0.3%	-3.1%	0.3%	18.7%	17.6%	x	3.7	-2.0%	u	5.0%
COc1ccc(C(CNC(=O)COc2ccc(Br)cc2F)N2CCCC2)cc1 (stereo not drawn)	7.2	0.0%	-0.5%	2.6%	-16.0%	-7.8%	u	9.8	-4.4%	0.8%	1.1%
C#CCOCCOCCOCCNc1nc(N2CCN(C(=O)[C@H]([C@@H](C)CC)n3cc(CCCN=C(N)N)nn3)CC2)nc(N2CCN(C(=O)[C@H](CCCCN)n3cc(CCCC)nn3)CC2)n1	1.6	1.7%	3.8%	-3.9%	3.1%	4.7%	0.0%	5.6	1.4%	0.0%	x
CCC1=C(C(=O)OC)C(c2cc(OC)ccc2OC)C(C#N)=C(N)O1 (stereo not drawn)	-1.6	2.1%	-1.5%	0.4%	12.5%	0.6%	4.9%	-10.4	-11.1%	-1.7%	0.5%
Cc1nn(-c2ccccn2)c2c1-c1nc(N)ncc1CC2	32.6	1.7%	7.6%	-1.9%	-3.2%	12.0%	-12.1%	-2.2	-12.0%	-1.2%	-1.1%
COc1ccc(-n2c(=S)[nH]c3c(oc4ccccc43)c2=O)cc1	30.0	2.3%	-3.3%	21.9%	-4.3%	16.5%	1.0%	3.4	1.8%	u	-4.6%
O=C(Nc1cn(-c2ccccc2)nc1-c1cccs1)c1ccco1	-0.4	-0.9%	0.2%	11.4%	8.4%	3.7%	u	-6.6	-3.8%	1.7%	6.7%
O=S(=O)(c1ccc(SCc2ccccc2)nc1)N1CCCC1	-39.5	0.1%	-3.7%	5.1%	-2.7%	x	x	1.2	x	5.3%	x
CCOC(=O)Nc1nnc(-c2ccc(OC)cc2)s1	-5.6	-0.1%	0.9%	4.4%	0.6%	23.8%	-7.3%	-15.1	4.5%	u	0.1%
CCN(CC)CCNCC(=O)Nc1ccc(Oc2ccccc2)cc1	6.7	6.5%	-0.7%	-9.7%	10.1%	1.3%	x	38.1	3.6%	3.9%	-3.1%
CN(C)CCCNC(=O)CC(c1ccccc1)c1ccccc1O (stereo not drawn)	x	x	16.6%	-0.7%	x	-1.9%	11.7%	25.9	-4.7%	x	3.5%
CCC1c2ccc(C)n2CCN1C(=O)Nc1ccc(F)cc1 (stereo not drawn)	34.4	21.7%	30.7%[activator]	-2.0%	-8.7%	-3.7%	-8.4%	11.0	-0.3%	9.4%	0.9%
CCOC(=O)c1ccc(NC(=O)c2nc[nH]c2C(=O)NCCCCCNC(=O)OC(C)(C)C)cc1	0.6	4.8%	-1.2%	4.9%	-2.1%	-6.0%	x	-6.8	-0.8%	0.6%	4.7%
COC(=O)NCc1ccc(Cl)c(Cl)c1	-12.5	3.5%	2.3%	-1.3%	-0.1%	-3.9%	-10.0%	3.7	-3.8%	-4.5%	-1.0%
O=C(COc1ccccc1F)NC1CCN(Cc2ccccc2)CC1	17.8	3.4%	3.1%	13.2%	-5.6%	2.4%	3.1%	39.2	1.0%	u	0.0%
COc1ccc(NC(=O)c2ccccc2NS(C)(=O)=O)cc1OC	-3.7	0.1%	1.6%	3.9%	11.6%	1.5%	u	0.1	-4.3%	u	-4.2%
Cc1cc(C)cc(N(CC(=O)Nc2ccc(Br)cc2)S(=O)(=O)c2c(C)[nH]c(=O)[nH]c2=O)c1	-1.8	3.1%	-0.6%	-1.4%	-1.1%	-3.0%	x	-24.1	x	14.8%	-0.3%
CSc1ccc(S(=O)(=O)N2CCC(C(=O)N3CCOCC3)CC2)cc1	8.7	-0.2%	2.1%	4.4%	u	1.3%	0.2%	-11.4	21.7%	-1.6%	16.8%
Cc1nn(C2CCS(=O)(=O)C2)c(C)c1CN(C)C(=O)c1cccc(Cl)c1 (stereo not drawn)	8.5	-0.8%	1.0%	-1.6%	-2.6%	x	x	0.6	x	3.5%	x
O=c1cc(-c2ccc(O)c(O)c2)oc2cc(O)c([C@@H]3O[C@H](CO)[C@@H](O)[C@H](O)[C@H]3O)c(O)c12	2.4	-0.1%	-11.9%	x	0.6%	x	7.0%	4.0	x	u	x
O=C(Cc1ccccc1)NC1(Cc2ccc(O)cc2)CCCCC1	-8.6	8.0%	-0.6%	10.1%	2.1%	-2.8%	5.7%	u	3.3%	1.7%	-0.8%
CSc1nc2c(cnn2-c2ccc(C)c(C)c2)c(=O)[nH]1	-5.5	3.9%	-1.8%	1.9%	-6.4%	2.9%	1.5%	6.2	4.4%	-3.9%	1.6%
O=C(CCC1CCCN(C(=O)c2ccc3cc[nH]c3c2)C1)NCc1ccc(F)c(F)c1 (stereo not drawn)	-5.1	1.9%	5.1%	-0.8%	2.7%	-11.4%	-8.1%	-5.4	2.3%	u	-2.8%
Cc1onc(-c2ccccc2)c1C(=O)NC(=S)NNC(=O)c1cccnc1	-0.4	3.8%	4.6%	-3.2%	1.6%	35.6%[activator]	1.5%	2.2	0.6%	u	0.2%
CCCCC(=O)Nc1nnc(S(=O)(=O)N2CCCc3ccccc32)s1	-14.5	6.6%	1.8%	-0.7%	-2.1%	-4.6%	34.1%[activator]	0.0	6.4%	-0.1%	x
CCOC(=O)C1CCCCN1Cc1cc(OC)ccc1OC (stereo not drawn)	4.6	1.0%	-2.4%	2.4%	24.6%	0.2%	-13.6%	3.2	2.6%	u	1.3%
Cc1cccc(CNS(=O)(=O)c2ccc(-c3ccc(=O)[nH]n3)s2)c1	21.0	-1.1%	0.1%	4.1%	2.8%	u	x	0.7	x	1.9%	-3.2%
COc1cc2cc(CN(CCO)S(=O)(=O)c3ccccc3Cl)c(=O)[nH]c2cc1OC	-8.9	1.2%	63.6%[activator]	2.8%	-6.0%	3.0%	4.9%	-14.2	-1.1%	u	0.2%
CCOC(=O)CSc1nnc(Cn2nnc(-c3ccccc3)n2)n1C	-12.3	1.6%	0.1%	-1.3%	1.4%	-1.7%	8.7%	-1.4	4.9%	-5.7%	-2.3%
COc1ccc(C(NC(=O)C2CCCCC2)c2c(O)ccc3ccccc23)cc1 (stereo not drawn)	-4.5	-8.5%	29.9%	4.0%	1.3%	x	u	-1.4	-6.3%	u	-0.2%
Nc1ccc2nc(-c3ccccn3)[nH]c2c1	-15.2	0.3%	28.9%	-2.0%	-0.6%	u	4.8%	4.3	-37.7%	u	4.4%
O=C(Cn1c(=O)cnc2ccccc21)N1CCN(S(=O)(=O)c2ccccc2Br)CC1	4.0	1.3%	1.0%	-1.9%	0.0%	x	x	-9.7	x	-2.8%	x
CCOc1cc2[nH]c(=S)n(CCc3ccc(OC)c(OC)c3)c(=O)c2cc1OCC	-0.4	2.8%	3.5%	-2.9%	32.5%	-4.8%	9.6%	0.9	-2.7%	u	1.7%
CCN(CC)c1ccc(NC(=O)COC(=O)Cc2ccsc2)cc1	1.7	3.2%	x	2.3%	-39.3%	x	x	-1.5	x	-17.9%	x
COc1cc2c(cc1NCc1ccccn1)oc1ccccc12	-8.4	0.2%	43.3%	4.2%	-9.7%	-6.1%	u	-5.9	0.2%	u	3.0%
COc1ccc(C(=O)C2CCCN(Cc3cnc(N4CCOCC4)s3)C2)cc1F (stereo not drawn)	-7.7	0.9%	3.7%	-3.2%	8.6%	-7.5%	x	3.6	-0.5%	u	5.2%
COc1cc(/C=N/N=C(\N)c2nonc2N)cc(OC)c1O	0.1	2.2%	-4.4%	-1.9%	9.2%	u	x	27.8	-6.7%	u	3.5%
COc1ccc(NC(=O)Nc2ccccc2)cc1S(=O)(=O)N1CCCCC1	2.3	-4.1%	-4.1%	0.2%	5.5%	-5.8%	17.9%	-15.8	-2.0%	u	3.7%

Screening results from PubChem BioAssay.
